POLI inh = DNA polymerase iota (human) inhibition. Q9UNA4. Pol iota fluorescent replication assay, 10 min. Potency, µM (doses to about 115 µM), inactives show top-dose activity, negative = inhibition, most hits filed as inhibitors. hit rate 1% among 390,000; note: potency is the fitted concentration of half-maximal effect
Target sequence (Q9UNA4 whole entry, looked up): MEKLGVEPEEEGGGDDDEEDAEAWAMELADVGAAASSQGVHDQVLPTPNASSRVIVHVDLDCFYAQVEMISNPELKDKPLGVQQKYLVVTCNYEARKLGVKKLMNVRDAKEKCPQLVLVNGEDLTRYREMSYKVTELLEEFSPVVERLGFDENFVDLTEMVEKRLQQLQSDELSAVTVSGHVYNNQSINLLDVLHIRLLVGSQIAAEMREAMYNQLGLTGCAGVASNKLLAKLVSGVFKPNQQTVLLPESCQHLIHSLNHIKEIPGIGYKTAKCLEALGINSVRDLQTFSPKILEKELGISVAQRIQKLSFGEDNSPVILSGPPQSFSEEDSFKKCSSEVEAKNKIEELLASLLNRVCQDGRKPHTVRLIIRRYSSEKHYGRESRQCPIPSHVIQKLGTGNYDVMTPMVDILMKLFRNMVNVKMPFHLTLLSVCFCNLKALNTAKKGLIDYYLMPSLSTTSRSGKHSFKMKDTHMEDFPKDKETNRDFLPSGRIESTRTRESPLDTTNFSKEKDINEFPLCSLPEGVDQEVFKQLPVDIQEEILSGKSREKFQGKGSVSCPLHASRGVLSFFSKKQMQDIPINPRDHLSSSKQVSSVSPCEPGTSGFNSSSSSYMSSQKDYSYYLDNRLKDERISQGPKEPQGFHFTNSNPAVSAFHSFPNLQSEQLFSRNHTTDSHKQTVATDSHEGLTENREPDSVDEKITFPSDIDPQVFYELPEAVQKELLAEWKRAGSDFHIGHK
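Fluorescent replication assay read twice, at 0 min and 10 min after adding 50 nM (final) substrate. Enzyme (10 nM) and compounds were first incubated 15 min at room temperature; enzyme-free buffer wells were negative controls.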
Anesthetic bind = candidate novel general anesthetic via apoferritin binding; AID 485281; hit rate 0.074% among 350,000; P02791; apoferritin/1-aminoanthracene competitive binding, fluorescence; Potency, µM (top dose mostly 77.5 µM), for inactives: at the highest dose activity change, negative = displacement, usual class: inhibitors; note: potency is the fitted concentration of half-maximal effect; % is set by controls: 0 for no effect and ±100 for the full control effect; nearly all actives have a fitted effect of over 20% in size
Target sequence (P02791 2-175 limits assumed): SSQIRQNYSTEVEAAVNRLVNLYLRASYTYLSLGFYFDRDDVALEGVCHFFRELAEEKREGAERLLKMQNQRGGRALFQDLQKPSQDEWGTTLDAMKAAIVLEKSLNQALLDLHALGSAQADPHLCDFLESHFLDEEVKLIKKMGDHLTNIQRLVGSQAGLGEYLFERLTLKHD
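Concentration-response curves derived by four-parameter Hill fitting of normalized fluorescence, where compounds displaced 1-AMA from 10 uM horse apoferritin following a brief 10 min room-temperature incubation; propofol titration acted as positive control.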
Pol beta inh = blocks human DNA polymerase beta activity; P06746; Pol beta primer extension/strand displacement, fluorescence kinetic; Potency, µM (titrated, usually from 114 µM), for the others: at the top dose activity change, negative = inhibition, usual class: inhibitors; hit rate 1.3% among 340,000; note: potency is the fitted concentration of half-maximal effect; % is set by controls: 0 for no effect and ±100 for the full control effect
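Kinetic readout of DNA synthesis with strand displacement by Pol beta. Compound and 10 nM enzyme sit 15 min at room temperature; 50 nM substrate starts the reaction, read immediately and at 10 min.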
Pol kappa inh = DNA polymerase kappa (human) inhibition. purified Pol kappa, fluorescent DNA synthesis assay, 10 min. Potency, µM (highest dose often 107 µM), for inactives: at the highest dose activity, negative = inhibition, actives largely listed as inhibitors. hit rate 0.53% among 400,000; note: potency is the fitted concentration of half-maximal effect; % is set by controls: 0 for no effect and ±100 for the full control effect
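50 nM final substrate added after 15 min RT preincubation of 10 nM Pol kappa with compound; fluorescence read at 0 and 10 min.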
APEX1 inh = inhibitors of human APE1 endonuclease | recombinant APE1, TAMRA/BHQ-2 abasic DNA cleavage fluorescence | Potency, µM (highest dose often 65.8 µM), for the others: at the highest dose activity change, negative = inhibition, hits mostly inhibitors | AID 2517 | hit rate 0.35% among 350,000;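 note: potency is the fitted concentration of half-maximal effect; plate controls were vehicle for no effect and reference inhibitor for full effect; nearly all actives have a fitted effect of over 55% in size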
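Substrate: short duplex with […] THF abasic site, 5'-TAMRA and 3'-BHQ-2, 50 nM final. APE1 at 0.75 nM, preincubated 15 min RT with compound. Fluorescence increase from first to third read measured activity.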
TRHR agonist = activates the human TRH receptor; AID 493084; activation, % at 2 µM; hit rate 0.18% among 360,000; TRHR cells, calcium flux fluo-8, FDSS agonist mode; in the data active = activation above about 30%; note: 0% is about no effect
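In this calcium-flux screen, cells bearing human TRHR are dye-loaded with fluo-8, baselined for 10 cycles, then exposed to library compounds; positive kinetic calcium responses during the agonist phase mark hits, with TRH as control.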
BLM inh = blocks DNA unwinding by human BLM helicase; Potency, µM (titrated, usually from 56.1 µM), without a hit: top-dose activity change, negative = inhibition, most hits filed as inhibitors; recombinant BLM DNA unwinding, fluorescence dequenching; hit rate 0.2% among 350,000; P54132;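 note: potency is the fitted concentration of half-maximal effect; plate controls were vehicle for no effect and no enzyme for full effect; nearly all actives have a fitted effect of over 35% in size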
ERG-DNA inh = blocks human ERG Ets domain binding to DNA | Potency, µM (doses to about 76.9 µM), without a hit: at the top dose FP activity, negative = inhibition, most hits filed as inhibitors | hit rate 0.028% among 370,000 | fluorescence polarization, His-ERG Ets domain / labelled DNA; active = well fitted inhibition curve with a large enough effect in the polarisation, with a control signal flat; inconclusive = small, poorly fitted or top-dose-only effect, or effect the other way, or a change in a side signal; inactive = no such curve, though single readings can be large or run the other way; the % refers to the polarisation;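 note: polarization taken with two DNA probes labelled with fluorescein and Texas red; potency is the fitted concentration of half-maximal effect; % of control where 0% means no effect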
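His-tagged ERG Ets domain (1 uM in the protein solution; 300mM KCl, 50mM Tris-HCl, 1mM EDTA, 1mM DTT, pH 7.5) received compound, then a probe mix of 5 nM fluorescein-DNA and 100nM Texas-615-DNA. Fluorescence polarization was read for both dyes.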
12-LOX inh = blocks human arachidonate 12S-lipoxygenase; AID 1671190; hit rate 1.1% among 580,000; Potency, µM (doses to about 108 µM), inactives show at the highest dose activity change, negative = inhibition, actives largely listed as inhibitors; purified 12hLO, xylenol orange hydroperoxide absorbance; note: potency is the fitted concentration of half-maximal effect; % is set by controls: 0 for no effect and ±100 for the full control effect
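Hydroperoxide product was detected by ferrous iron/xylenol orange as the 573 to 405 nm absorbance ratio. Arachidonic acid at 40 uM (final) was turned over for 30 min at room temperature by 150 nM human 12hLO, pH 7.0 Hepes buffer, after 15 min compound preincubation.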
* marks the source's active call; other numbers are inactive results; ? = inconclusive; / = not tested or not shown; & = joins results of further samples; [ ] = another dose, or the depositor's remark. Unless noted, calls come from the whole dose curve; as a rule, active = well fitted curve in the direction sought with a large enough effect; inconclusive = small, poorly fitted or top-dose-only effect, or another doubt; inactive = no such curve, though single readings can be large; an effect the other way counts as inactive or inconclusive. This is a subset (hit frequency here may not be typical).

# | mol | POLI inh | Anesthetic bind | Pol beta inh | Pol kappa inh | APEX1 inh | TRHR agonist | BLM inh | ERG-DNA inh | 12-LOX inh
1 | O=C(CSc1nccc(-c2cccs2)n1)Nc1ccc(Cl)cc1 | 39.8%[activator] | -0.4% | 0.2% | -23.4% | 0.7% | -0.3 | -7.8% | 0.5% | 182.7%[activator]
2 | OCc1nc2ccccc2n1CCCCOc1ccccc1 | 17.4% | / | / | -12.3% | / | / | / | 3.0% | 0.0%
3 | C/C=C(/C)C(=O)O[C@@H]1[C@H](OC(=O)C=C(C)C)c2c(ccc3ccc(=O)oc23)OC1(C)C | 17.9% | -12.8% | -22.3% | -4.7% | ? | 0.0 | -2.8% | -6.1% | 16.0%
4 | CCS(=O)(=O)N1CCC[C@H]2CN3CCc4cc(OC)ccc4[C@@H]3C[C@@H]21 | / | -0.2% | / | 4.1%&-8.8%[19.4 µM] | -2.0%&10.1% | / | 1.0% | / | ?
5 | CC1CCCCC1N1CN=C(Nc2nc3ccccc3s2)NC1 (stereo not drawn) | 6.3% | -20.8% | 3.2% | -1.6% | -1.2% | 0.9 | -3.0% | 9.4% | 19.2%
6 | O=C(NC1CCCCC1)C(=S)N1CCOCC1 | 12.8% | 0.9% | 14.8% | -11.5% | 8.0% | 0.4 | -6.0% | 5.4% | 0.0%
7 | CCc1ccc(-n2c(=O)c3c4c(sc3n(Cc3ccc(F)cc3)c2=O)CCCC4)cc1 | -19.5% | 3.5% | -0.2% | -5.4% | / | 3.3 | -3.3% | -1.7% | -14.4%
8 | O=C(CN1CCCCC1)NC1CCc2cc3c(cc21)CCC3 (stereo not drawn) | 162.1%[activator] | / | / | -2.5% | / | / | / | -5.9% | 11.5%
9 | CCSc1nnc(C)n1-c1ccc(C(=O)O)cc1 | -5.3% | -12.4% | 7.4% | 6.5% | 11.6% | 0.2 | -1.7% | 15.3% | -30.0%
10 | CC(Oc1ccccc1)C(=O)N1CCN=C1SCc1ccccc1 (stereo not drawn) | 61.4%[activator] | -6.8% | -1.2% | -10.5% | -2.8% | 1.8 | -3.6% | 1.9% | -12.7%
11 | CCCCNC(=O)c1cc([N+](=O)[O-])[nH]n1 | 13.3% | -6.0% | -9.8% | -6.6% | 17.0% | -0.1 | -2.0% | -3.0% | -26.0%
12 | CS(=O)(=O)N(CC(=O)NCc1ccc2c(c1)OCO2)Cc1ccc(Cl)cc1 | -0.5% | -1.7% | 6.0% | -13.1% | -3.0% | 3.4 | -5.4% | -3.7% | 24.9%
13 | O=C(CN1C(=O)c2cccc3cccc(c23)C1=O)NCCCO | 25.5% | -3.9% | -19.2% | -12.8% | -6.4% | -0.2 | 0.0% | -3.9% | -6.4%
14 | O=C(O)c1nccnc1C(=O)Nc1ccccc1N1CCOCC1 | 17.6% | -1.3% | ? | -5.3% | 0.4% | 0.2 | 0.2% | -0.9% | -7.4%
15 | CCOC(=O)N1CCN(S(=O)(=O)c2ccc(F)c(C(=O)Nc3cccc(Cl)c3C)c2)CC1 | 11.2% | -15.8% | -1.6% | -4.2% | 2.5% | -0.5 | -5.2% | -7.0% | 2.2%
16 | COc1ccc(NC(=O)CSCC(=O)N2CCN(C(=O)c3ccco3)CC2)cc1 | 1.3% | / | / | -24.2% | 13.7% | -0.2 | / | -11.4% | -6.7%
17 | COc1ccc2sc(NC(=O)CC(C)C)nc2c1 | 8.2% | -22.0% | -0.5% | 2.6% | -0.1% | 1.8 | -2.1% | -0.6% | -49.5%
18 | CCOc1ccccc1NC(=O)C(NCC1CCCCC1)c1ccccc1 (stereo not drawn) | 22.2% | 49.2%[activator] | 18.4% | -12.1% | 13.5% | 1.1 | -7.4% | -4.2% | -3.0%
19 | O=C(COC(=O)/C=C/c1ccc(OC(F)F)cc1)Nc1cccc(S(=O)(=O)N2CCCC2)c1 | 1.1% | / | / | -4.1% | 1.3% | 0.3 | / | 4.2% | -0.3%
20 | CCOc1ccc(CNC(=O)c2cc3ccccn3n2)cc1OC | 7.8% | -8.2% | 10.2% | 4.6% | / | -0.2 | 0.1% | -1.3% | -7.0%
21 | O=C(c1cc(-c2ccc(O)cc2)on1)N1CCCCCC1 | -4.8% | -6.9% | 51.9% | -1.4% | -10.5% | -2.3 | 1.0% | 7.9% | 6.2%
22 | Cc1ccccc1OCCCn1c(CCNC(=O)C2CCCCC2)nc2ccccc21 | 23.4% | 190.0%[activator] | -0.4% | -9.8% | / | -1.1 | -1.1% | -1.2% | ?
23 | CN(CC(=O)Nc1cccc(F)c1)C(=O)c1ccc(N2CCOCC2)c([N+](=O)[O-])c1 | 26.2% | -15.2% | ? | -7.7% | -1.6% | 0.6 | -2.7% | 7.1% | -4.5%
24 | COc1ccccc1NC(=O)CN1CCN(S(=O)(=O)c2ccc(Br)cc2)CC1 | 25.5% | -3.5% | 7.9% | 1.6% | 2.0% | 0.5 | -4.3% | -5.4% | -15.5%
25 | COC(=O)CCN(c1ccccc1)S(=O)(=O)c1ccc(OC)cc1 | 10.5% | -12.0% | 29.7% | -16.0% | -6.5% | -0.4 | -2.5% | 1.2% | 0.0%
26 | CCOc1ccc(NC(=O)c2cc3c(=O)n(Cc4cccs4)ccc3nc2C)cc1 | -26.1% | -22.7% | -5.4% | 16.7% | / | 0.0 | -6.0% | 1.5% | -4.4%
27 | O=C(CCC1CCCCC1=O)c1ccccc1 (stereo not drawn) | -5.6% | ? | 1.3% | 0.4% | -0.4% | 0.3 | -2.2% | -3.3% | -19.3%
28 | O=c1c(N2CCc3ccccc3C2)csc2ccccc12 | 2.6% | -22.1% | -26.4% | -1.0%[60.1 µM] | / | -0.3 | -6.7% | -6.5% | ?
29 | COc1cc(OC)cc(C(=O)Nc2ccccc2C(=O)NCc2cccnc2)c1 | 33.6%[activator] | -1.0% | 8.6% | -12.6% | 18.3% | 0.1 | 1.1% | 8.7% | -0.5%
30 | CNC(=S)N1C2CCC1CC(NC(=O)NC13CC4CC(CC(C4)C1)C3)C2 (stereo not drawn) | 2.7% | -7.6% | -6.8% | -4.7% | 14.3% | 0.6 | 0.8% | / | 10.2%
31 | Cc1cc(C)c(S(=O)(=O)N2CCN(C(=O)N(C)C)CC2)c(C)c1 | 6.4% | -6.6% | 18.5% | -3.7% | 24.1% | 0.0 | -6.9% | 5.3% | -20.0%
32 | S=C(Nc1ccc2c(c1)OCCO2)Nc1ccc2c(c1)OCO2 | 97.8%[activator] | -12.6% | 12.4% | 7.8% | -3.0% | 0.9 | -11.2% | -22.3% | -26.5%
33 | O=C(CSc1ncc(-c2ccccc2)[nH]1)Nc1cccc(C(F)(F)F)c1 | 11.3% | ? | -15.1% | 0.0% | / | -0.8 | -4.4% | -0.7% | 6.8%
34 | O=C(C[n+]1ccccc1)N/N=C/c1ccco1 | 18.7% | -4.1% | 11.1% | 3.0% | 1.8% | 0.3 | -9.5% | 1.8% | 2.1%
35 | CCC1(CC)C(=O)C2=C3C1[C@H](C(=O)OC)C=C(C(=O)OC)C[C@H]3[C@H]1C(=O)NC(=O)[C@H]1[C@H]2C (stereo partly drawn) | 6.4%&-1.3% | -3.9% | / | -3.1%&2.2% | ? | / | 0.1% | -1.4% | ?
36 | CCC(C)OC(=O)/C(C#N)=C\c1ccc(-c2cccc(C(F)(F)F)c2)o1 (stereo not drawn) | -19.8% | -2.8% | 18.0% | -4.7% | / | 1.5 | -4.2% | 5.3% | -21.7%
37 | O=C(COc1ccc(S(=O)(=O)N2CCCC2)cc1)NCCC1=CCCCC1 | ? | 5.3% | ? | -4.1% | -3.9% | -0.6 | -8.4% | 3.0% | ?
38 | CCCn1c(CCC(=O)Nc2cc(C(=O)OC)cc(C(=O)OC)c2)nc2cccnc21 | 1.9% | 51.3%[activator] | 6.1% | -10.4% | / | -2.1 | 0.4% | 2.5% | -12.3%
39 | O=c1[nH]c(SCc2ccccc2)nnc1-c1ccccc1 | 18.5% | -2.4% | 6.3% | -1.4% | -3.3% | 0.5 | -9.0% | 1.4% | -7.6%
40 | O=C(Nc1ccccn1)c1ccc2c(=O)n3c(nc2c1)CCCCC3 | ? | / | / | -20.6% | 8.2% | 0.1 | / | -10.0% | ?
41 | CC(=O)Nc1ccc(S(=O)(=O)N=S(C)C)cc1 | 14.4% | 0.1%&-10.3% | ? | -7.6% | 1.7%&0.6% | 1.0&0.8 | -2.9%&1.8% | 9.4% | -9.0%
42 | CC(Sc1nnc(C2CC2)n1C1CC1)C(=O)N(C)Cc1cccc(F)c1 (stereo not drawn) | -24.3% | / | / | -13.7% | 43.4% | -0.5 | / | 1.3% | 2.0%
43 | Cc1c(CCC(=O)NCCc2ccccc2)c(=O)oc2cc(O)ccc12 | 0.5% | 523.7%[activator] | 2.1% | -20.1% | / | -0.7 | -0.2% | -0.1% | ?
44 | COc1ccc(C2C3=C(CC(C)(C)CC3=O)Oc3ncn(Cc4ccco4)c(=N)c32)cc1 (stereo not drawn) | ? | ? | 29.7% | -19.2% | -8.5% | -0.6 | -6.4% | -3.4% | 12.0%
